# Compound activity: PubChem, The Scripps Research Institute Molecular Screening Center
# ADAM17 inh = ADAM17 inhibition, QFRET primary screen; P78536; recombinant ADAM17, EDANS/DABCYL FRET peptide cleavage; inhibition, % at 6.95 µM; actives 0.83% (n = 370,000); AID 720648;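 active means inhibition above the mean of compounds lying between control limits plus 3 SD, set per campaign, cut at about 8.5% in these data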;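 further: 0% = DMSO-only wells as the low control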
# Target sequence (P78536 215-824 limits assumed): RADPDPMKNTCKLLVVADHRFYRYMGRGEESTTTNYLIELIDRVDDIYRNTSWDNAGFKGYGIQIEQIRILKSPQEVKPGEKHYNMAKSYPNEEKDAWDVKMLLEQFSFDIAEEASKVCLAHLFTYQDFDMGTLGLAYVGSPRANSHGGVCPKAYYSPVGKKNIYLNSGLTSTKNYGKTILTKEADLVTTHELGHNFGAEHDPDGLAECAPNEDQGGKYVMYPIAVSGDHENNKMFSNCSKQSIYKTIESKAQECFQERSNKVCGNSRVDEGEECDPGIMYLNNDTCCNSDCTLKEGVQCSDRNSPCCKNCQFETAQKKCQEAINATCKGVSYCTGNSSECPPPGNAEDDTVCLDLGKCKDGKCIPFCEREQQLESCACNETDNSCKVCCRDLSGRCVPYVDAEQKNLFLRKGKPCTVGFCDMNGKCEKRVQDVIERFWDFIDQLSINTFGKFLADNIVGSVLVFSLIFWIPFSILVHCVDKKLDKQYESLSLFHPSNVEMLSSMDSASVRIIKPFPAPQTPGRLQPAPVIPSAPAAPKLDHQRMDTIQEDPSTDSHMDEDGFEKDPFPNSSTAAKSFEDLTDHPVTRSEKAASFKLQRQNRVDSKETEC
# SIAE inh = blocks human sialic acid acetylesterase. Q9HAT2. SIAE FP-Rh probe binding, fluorescence polarization. inhibition, % at 9.66 µM. actives 0.69% (n = 370,000);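 active means inhibition above a cutoff: mean of compounds within the control limits plus 3 SD of those, cut at about 17% in these data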;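 further: 0% = plate median of compound wells and 100% = probe without SIAE protein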
# PLCg1 inh = blocks human PLC-gamma1 enzyme activity; purified PLC-gamma1, fluorogenic substrate, fluorescence; P19174; AID 720700; actives 0.84% (n = 370,000); inhibition, % at 12.2 µM; in the data active means inhibition above about 9.5%
# ADAM10 inh = inhibitors of human ADAM10. O14672. recombinant ADAM10, EDANS/DABCYL FRET peptide cleavage, 3 h. inhibition, % at 7 µM. actives 0.62% (n = 370,000);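 active means inhibition above a per-campaign cutoff equal to the mean of compounds falling between control-based bounds plus 3 SD, cut at about 20% in these data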;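 further: 0% = DMSO wells while the 100% control is not disclosed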
# ARFGAP1 inh = inhibitors of rat ARFGAP1; inhibition, % at 16.5 µM; AID 651572; actives 0.26% (n = 360,000); Arfgap1-stimulated ARF1 GTP hydrolysis, GDP FP detection; Q62848;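 active means inhibition above a per-plate limit, mean inhibition of low control wells plus 3 SD, cut at about 25% in these data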;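 further: 0% = DMSO wells with enzyme and 100% = wells lacking Arfgap1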
#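 System: truncated rat Arfgap1 GAP domain / Benchmarks: high control wells lacking Arfgap1, low control full reaction with DMSO / Times: compound-enzyme preincubation 20 min, reaction 120 min, detection 60 min, 25 °C / Repeats: one replicate per compound / Also added: human ARF1(Δ1-17)-GTP substrate / Measured by: Tracer-displacement fluorescence polarization with EDTA stop, 620/688 nm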
# PLCb3 inh = PLC-beta3 (human) inhibition, primary screen; Q01970; Purified PLC-beta3, fluorogenic substrate, fluorescence; inhibition, % at 12.2 µM; actives 0.18% (n = 370,000); AID 720704; in the data active means inhibition above about 11%;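 further: 0% = median of compound wells on plate and 100% = full blocker control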
# Tn6 DDE FP = DD(E)-Tn6 binding inhibition, primary FP screen. P02675. Fibrin DD(E) TRITC-Tn6 fluorescence polarization displacement. inhibition, % at 8.3 µM. actives 0.21% (n = 370,000);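 active means inhibition above a per-campaign cutoff: mean of compounds within control limits plus 3 SD, cut at about 15% in these data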;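 further: 0% = median of all compound wells on the plate and 100% = blocking peptide control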
# Tn7 DDE FP = disrupts Tn7 cyclic peptide binding to fibrin D-Dimer-E complex; FP displacement of FITC-Tn7 peptide from fibrin DD(E); 0% = median of compound wells per plate; inhibition, % at 8.3 µM; actives 0.13% (n = 370,000); AID 720508;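 active means inhibition above the mean of compounds falling within the control limits plus 3 SD of them, cut at about 14% in these data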;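 further: 0% = plate median of compound wells and 100% = 10 µM Aha-Tn7 peptide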
#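 system = human fibrin DD(E) protein | quantity = DD(E) 2 µM final | medium = Tris/NaCl/CaCl2 buffer, pH 7.8 | also added = labelled Tn7 tracer, 0.1 µM | compound dosing = single point at 8.3 µM | timing = compound with protein 10 min, then 3 h after probe, room temperature | signal = FP measurement | benchmarks = Aha-Tn7 high control | repeats = one replicate per compound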
# TDP2 absorb = TDP2 (human) inhibition, absorbance primary screen. recombinant TDP2, T5PNP hydrolysis, p-nitrophenol absorbance 415 nm. inhibition, % at 12.8 µM. actives 0.34% (n = 370,000). AID 720702;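 active means inhibition above the mean of all tested compounds plus 3 SD, set per campaign, cut at about 25% in these data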;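 further: 0% = DMSO with enzyme and 100% = buffer with substrate but no TDP2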
#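 Assay system: recombinant human TDP2 / Reagent: T5PNP substrate at 5 mM, a TopII-DNA adduct mimic / Measured by: epi absorbance from released p-nitrophenol / Evaluation: % inhibition relative to enzyme-containing and enzyme-free wells / Control set: enzyme-free and DMSO wells / Replicates: each compound tested once, singlicate / Schedule: enzyme reaction with compound for 2 h at 37 °C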
# ASAP1 inh = blocks human ASAP1-stimulated Arf1 GTP hydrolysis; inhibition, % at 16.5 µM; GDP FP detection; Q9ULH1; actives 0.19% (n = 360,000); AID 624377; in the data active means inhibition above about 25%;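 further: 0% = vehicle with enzyme and substrate and 100% = no enzyme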
# Target sequence (Q9ULH1 325-724 limits assumed): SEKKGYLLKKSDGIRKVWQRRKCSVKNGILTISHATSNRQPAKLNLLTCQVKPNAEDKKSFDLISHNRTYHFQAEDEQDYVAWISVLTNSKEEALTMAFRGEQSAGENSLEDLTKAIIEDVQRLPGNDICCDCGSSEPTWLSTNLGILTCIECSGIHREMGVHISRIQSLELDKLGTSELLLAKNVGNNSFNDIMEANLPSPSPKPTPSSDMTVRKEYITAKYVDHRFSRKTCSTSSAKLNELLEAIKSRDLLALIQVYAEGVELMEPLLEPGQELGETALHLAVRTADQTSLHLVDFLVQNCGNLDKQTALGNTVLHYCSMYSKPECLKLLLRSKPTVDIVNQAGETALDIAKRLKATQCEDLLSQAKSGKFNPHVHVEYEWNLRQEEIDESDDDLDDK
# Numbers without * were called inactive; · = no result given.
# A first look (two entries):
SMILES,ADAM17 inh,SIAE inh,PLCg1 inh,ADAM10 inh,ARFGAP1 inh,PLCb3 inh,Tn6 DDE FP,Tn7 DDE FP,TDP2 absorb,ASAP1 inh
COC(=O)c1cc(S(=O)(=O)N2CCCC2)c(Cl)cc1Cl,-2,10,-1,-2,1,-6,-1,2,-1,5
CCOC(=O)c1cnn2cc(-c3[nH]ncc3[N+](=O)[O-])cnc12,-2,-4,5,2,2,2,0,-6,-3,-2

# All compounds of this part, from the start:
SMILES,ADAM17 inh,SIAE inh,PLCg1 inh,ADAM10 inh,ARFGAP1 inh,PLCb3 inh,Tn6 DDE FP,Tn7 DDE FP,TDP2 absorb,ASAP1 inh
COC(=O)c1cc(S(=O)(=O)N2CCCC2)c(Cl)cc1Cl,-2,10,-1,-2,1,-6,-1,2,-1,5
CCOC(=O)c1cnn2cc(-c3[nH]ncc3[N+](=O)[O-])cnc12,-2,-4,5,2,2,2,0,-6,-3,-2
Cc1cc(C)n2nc(SCC(=O)N/N=C/c3ccccc3F)nc2n1,-1,-2,0,1,27*,-1,0,1,-4,4
CCOn1c(=O)c(-c2cc(OC)ccc2OC)[n+]([O-])c2ccccc21,-2,-2,0,4,11,-6,-2,3,8,1
COCCNC(=S)N1CCN(c2nc(-c3ccc(F)cc3)cs2)CC1,-1,2,-1,5,1,-1,-6,-8,-14,-4
CC1=C/C(=C/N(C)c2ccccc2)C(=O)S1,-5,-6,-17,0,-3,-21,4,1,3,6
COc1ccc(N2C(=O)c3ccccc3NC2c2ccc(OC)c(Cn3nnc4ccccc43)c2)cc1 (stereo not given),-33,4,-56,-102,4,-63,-4,6,-1,-2
O=C(N[C@H](CO)Cc1ccccc1)c1ccco1,-6,-3,0,-4,2,2,2,1,-9,1
COCCCNC(=O)c1ccc(Cn2c(=O)c3ccccc3n(Cc3ccccc3C)c2=O)cc1,1,-6,2,-12,8,-1,1,4,-5,7
CCOc1cc(C(=O)NCCC(=O)N2CCC3(CC2)NCCc2[nH]cnc23)cc(OCC)c1OCC,-2,2,-1,-3,-5,-6,-5,1,7,-9
O=C(NNC(=S)Nc1ccccc1)c1cccs1,-4,1,-2,-1,11,-2,4,-2,8,-3
CCCc1ccc(OCC(=O)O)cc1,2,-3,-2,-2,1,-2,-3,2,8,2
CC(C)CN1CC(COCc2ccccc2)Oc2ccccc2S1(=O)=O (stereo not given),2,-2,2,9,3,-2,1,-1,5,7
CCN1CCN(C(CCc2ccccc2)C(=O)NC2CCCCC2)CC1 (stereo not given),0,-14,1,-6,2,2,-3,-4,-10,8
COc1ccc(N2C(=O)CSC2c2cccs2)cc1 (stereo not given),2,6,7,2,6,3,7,1,4,-1
O=C(Cn1nnc(-c2ccccc2)n1)Nc1cccc(S(=O)(=O)N2CCCC2)c1,2,-11,4,10,0,-2,-7,2,1,-2
O=C(Cn1ncc(Cl)c(Cl)c1=O)c1ccc(Cl)cc1,-4,-2,0,-2,-9,-2,12,8,6,-20
CCOc1ccc(C(=O)c2ccncc2)cc1,-2,0,0,-4,-6,3,1,4,2,2
CSCc1ccc(C(=O)NC(C)c2cnn(-c3ccccn3)c2C)o1 (stereo not given),-1,1,1,-7,-1,-4,2,3,8,6
C=CCn1c(CCNC(=O)c2ccccc2F)nnc1SCC(=O)Nc1nc2ccccc2s1,-7,-2,-2,-3,18,-1,-12,-1,2,-8
CCC(=O)Nc1sc2c(c1C(N)=O)CCN(Cc1ccccc1)C2,-106,-3,-84,-304,0,-107,0,2,0,-2
CN(c1ccc(OCC(=O)N2CCC(C(N)=O)CC2)cc1)S(=O)(=O)c1cccs1,0,-3,9,2,-1,7,-4,0,-13,11
CC(C)(C)[C@H]1C=C(C(=O)O)O[C@@H](OCCCCO)C1,-3,-1,-2,0,5,0,-5,-2,5,3
CCn1c(SCC(=O)NC2=NCCS2)nnc1C(C)NC(=O)c1ccc(Cl)cc1 (stereo not given),-2,-1,2,-1,-4,-4,-3,0,13,-3
Cc1ccccc1C(=O)OC(C)CN1CCOCC1 (stereo not given),2,6,5,1,3,6,-1,3,-1,-18
Cn1nc(-c2ccccc2)cc1NC(=O)Nc1ccc(C(C)(C)C)cc1,6,-13,0,10,9,-6,-4,-6,-2,3
O=C(NCCCN1CCOCC1)c1cccc(S(=O)(=O)N2CCc3ccccc3C2)c1,-3,-1,4,12,-8,5,0,0,-18,13
O=C(NC1CC1)C1CCN(S(=O)(=O)c2cc(Cl)ccc2Cl)CC1,-2,-6,0,-1,4,0,0,3,2,-3
COc1ccc(S[C@]2(C(=O)N3CCCC3)CC(=O)N(C(=O)/C=C/c3ccccc3)[C@@H]2c2ccc(OC)cc2)cc1,2,-5,-2,5,·,2,-2,-5,7,·
COC(=O)c1cn(CC(C)n2c(=O)c3ccccc3n2Cc2cc(C(C)C)no2)nn1 (stereo not given),-47,-9,-22,-194,11,-23,-3,-3,-10,2
Cc1nc2cc(Cl)c(Cl)cc2nc1C,-5,-5,1,-16,5,-1,1,1,-3,3
CCOC(=O)C1(CCSC)NC(c2ccco2)C2C(=O)N(CC)C(=O)C21 (stereo not given),-2,3,-1,-4,8,0,5,-3,6,6
Fc1ccc(CO/N=C/C2=C(Cl)c3ccccc3CC2)cc1,-2,1,-1,5,-1,1,-4,7,0,-14
Cc1ccc(C)c(NC(=O)NCCN2CCCCC2)c1,-2,-4,2,2,23,-2,5,-2,0,-12
COc1ccc(C(=O)CCC(=O)Nc2cccnc2)cc1,-1,-5,2,-2,5,-6,-9,-8,9,1
O=C(CC1C(=O)NCCN1CC(c1ccccc1)c1ccccc1)NC1CC1 (stereo not given),-6,2,-2,-7,-12,-5,5,1,6,5
Cc1c(C(=O)N2CCC(C)(C(=O)NS(=O)(=O)C3CC3)C2)oc2ccccc12 (stereo not given),-4,6,4,-2,2,1,-2,1,4,-5
C=CCn1c(SCc2ccc(C#N)cc2)nnc1-c1cccc(Cl)c1,2,-1,0,5,-4,2,-1,1,3,0
O=C(Cn1cnc(S(=O)(=O)N2CCCC2)c1)Nc1ccc(OC(F)(F)F)cc1,2,0,2,0,-14,2,1,-7,-14,1
CCOC(=O)C(C)Oc1ccc(=O)n(-c2ccccc2)n1 (stereo not given),0,2,3,8,5,4,5,-3,-5,11

# Full records, looked up by structure. Screens in order: ADAM17 inh, SIAE inh, PLCg1 inh, ADAM10 inh, ARFGAP1 inh, PLCb3 inh, Tn6 DDE FP, Tn7 DDE FP, TDP2 absorb, ASAP1 inh
# Entry for Cc1ccccc1C(=O)OC(C)CN1CCOCC1 (stereo not given) → 2, 6, 5, 1, 3, 6, -1, 3, -1, -18
# Entry for CCOn1c(=O)c(-c2cc(OC)ccc2OC)[n+]([O-])c2ccccc21 → -2, -2, 0, 4, 11, -6, -2, 3, 8, 1
# Entry for Cn1nc(-c2ccccc2)cc1NC(=O)Nc1ccc(C(C)(C)C)cc1 → 6, -13, 0, 10, 9, -6, -4, -6, -2, 3
# Entry for CCOC(=O)C(C)Oc1ccc(=O)n(-c2ccccc2)n1 (stereo not given) → 0, 2, 3, 8, 5, 4, 5, -3, -5, 11

# Next structures follow.
SMILES,ADAM17 inh,SIAE inh,PLCg1 inh,ADAM10 inh,ARFGAP1 inh,PLCb3 inh,Tn6 DDE FP,Tn7 DDE FP,TDP2 absorb,ASAP1 inh
Cc1ccc(C(=O)OCC(=O)N(C)c2ccccc2)c(C)c1,-4,0,1,-1,-2,-2,-5,9,5,-1
CCN(CC(=O)Nc1ccc(OC)cc1)C(=O)COc1cccc2c1OC(C)(C)C2,-7,1,6,-1,2,-7,-4,-4,-1,-5
CCOC(=O)C1(Cc2ccccc2C)CCCN(C(=O)c2ccc(CSC)o2)C1 (stereo not given),0,4,2,-5,9,-6,2,1,-19,-3
CCCC(C)(C)C(=O)N1CCC1(C)C(=O)NS(=O)(=O)c1ccc(Br)cc1 (stereo not given),-5,-3,5,-22,-1,-7,-14,2,4,7
COc1cccc(-c2c(C(=O)N/N=C/c3ccoc3)nnn2-c2nonc2N)c1,1,-1,-4,-1,-2,-10,-1,8,-4,-5
O=C(NCC(c1ccco1)N1CCCCC1)c1cccs1 (stereo not given),-6,-4,-4,-12,3,-3,-7,-4,-14,1
CCOc1ccccc1NC(=O)CCC(=O)O,-2,-5,3,0,6,2,5,2,13,-12
O=S(=O)(c1ccccc1F)N1CCC(c2nc3ccccc3o2)CC1,9.1*,6,1,-3,·,6,0,-3,-6,·

# A draw from above in order of SMILES length, ascending.
SMILES,ADAM17 inh,SIAE inh,PLCg1 inh,ADAM10 inh,ARFGAP1 inh,PLCb3 inh,Tn6 DDE FP,Tn7 DDE FP,TDP2 absorb,ASAP1 inh
CCOc1ccccc1NC(=O)CCC(=O)O,-2,-5,3,0,6,2,5,2,13,-12
O=S(=O)(c1ccccc1F)N1CCC(c2nc3ccccc3o2)CC1,9.1*,6,1,-3,·,6,0,-3,-6,·
CCOC(=O)C1(Cc2ccccc2C)CCCN(C(=O)c2ccc(CSC)o2)C1 (stereo not given),0,4,2,-5,9,-6,2,1,-19,-3
CCN(CC(=O)Nc1ccc(OC)cc1)C(=O)COc1cccc2c1OC(C)(C)C2,-7,1,6,-1,2,-7,-4,-4,-1,-5
CCCC(C)(C)C(=O)N1CCC1(C)C(=O)NS(=O)(=O)c1ccc(Br)cc1 (stereo not given),-5,-3,5,-22,-1,-7,-14,2,4,7

# Outcome played no part in choosing rows; overall some 3.6% were active at least once.
